PMI inhibitors: inhibitors of human PMI, primary screen, biochemical, fluorescence intensity, coupled assay (AID 1209). purified PMI enzyme, coupled fluorescence intensity; higher % means a stronger effect. inhibition, % at 20 µM; hits with a dose series show IC50 in µM. 0.42% of 190,000 active;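 also: plate controls were DMSO vehicle for no effect and wells lacking substrate for full effect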
KOR beta-arrestin-1: KOR agonists, beta-arrestin recruitment, primary screen, cell-based, luminescence, uHTS (AID 1777) | KOR beta-arrestin recruitment, luminescence; higher % means a stronger effect | activation, % at 10 µM; hits with a dose series show EC50 in µM | 0.02% of 280,000 active; in the data active = activation above about 50%, passing the limit was not always enough; also: a part of the inactive calls stands beside numbers as strong as those of hits
XIAP displacement: XIAP antagonists, biochemical, IAP family, fluorescence polarization (AID 1018). 0.007% of 200,000 active. displacement, % at 20 µM, or IC50 in µM where a hit was titrated. XIAP BIR domain, fluorescence polarization peptide displacement; higher % means a stronger effect; in the data active = displacement above about 50%; also: a part of the inactive calls stands beside numbers as strong as those of hits
LYP phosphatase: PTPN22 lymphoid phosphatase activity blockers – biochemical, fluorescence intensity, uHTS (AID 1779) | recombinant LYP phosphatase, fluorescence intensity; higher % means a stronger effect | one-dose inhibition, % at 11.5 µM; IC50 in µM for titrated hits | 0.054% of 290,000 active;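 also: plate controls were vehicle with enzyme for no effect and no enzyme for full effect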
TNAP activation fold: stimulation of alkaline phosphatase TNAP activity – biochemical, luminescent, no phosphate acceptor, uHTS, primary screen (AID 1001); 0.03% of 200,000 active; purified TNAP, luminescent activation assay, no phosphate acceptor; higher activation fold means a stronger effect; activation fold at 20 µM, or EC50 in µM where a hit was titrated; in the data active = activation fold from about 3, or a potency from the dose series; inactive = the rest, 99 in 100 with activation fold below about 1.6; also: many of its hits are not listed in these tables
PMI inhibition: MPI inhibition at elevated mannose 6-phosphate – biochemical, fluorescence intensity, high mannose 6-phosphate, primary screen (AID 1220); recombinant PMI enzyme, coupled fluorescence intensity; higher % means a stronger effect; one-dose inhibition, % at 20 µM; IC50 in µM for titrated hits; 0.66% of 190,000 active
KOR beta-arrestin-2: KOR antagonists, beta-arrestin recruitment, cell-based, luminescence, uHTS (AID 1778); 0.091% of 290,000 active; inhibition, % at 10 µM; hits with a dose series show IC50 in µM; KOR beta-arrestin recruitment, luminescence, antagonist mode; higher % means a stronger effect; also: strong numbers were not always called active
NOD1 inhibition: NOD1 signaling inhibitors, primary screen, cell-based, luminescence, uHTS (AID 1578); NOD1-driven NF-kB luciferase reporter cells, luminescence; higher % means a stronger effect; one-dose inhibition, % at 4 µM; EC50 in µM for titrated hits; 1% of 290,000 active; in the data active = inhibition mostly above about 36%, no sharp cut-off; inactive = mostly below about 34%;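 also: HEK-293T reporter cells stimulated with the NOD1 agonist gamma-tri-DAP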
HEK293 NOD2/NF-kB: inhibition of NOD2-driven NF-kB reporter – cell-based, luminescence, uHTS, HEK293 (AID 1566). HEK293 NOD2/NF-kB luciferase reporter, luminescence; higher % means a stronger effect. inhibition, % at 4 µM; hits with a dose series show EC50 in µM. 0.63% of 290,000 active; also: many of its hits are not listed in these tables
Active calls of the source: *; nt = no result given; [ ] = remark or other dose. Rule as the data show it, unless noted: active = inhibition above about 50%; inactive = the rest.

SMILES | HEK293 NOD2/NF-kB | PMI inhibition | PMI inhibitors | KOR beta-arrestin-1 | TNAP activation fold | LYP phosphatase | NOD1 inhibition | KOR beta-arrestin-2 | XIAP displacement
CC(Sc1ccc2c(c1)OCCO2)C(=O)Nc1ccc2c(c1)OCO2 (configuration not stated) | -5% | -1% | 2% | 17% | 1 | 2% | -32% | -1% | -5.7%
CC1CCCCC1NC(=O)CCn1c(=O)oc2ccccc21 (configuration not stated) | 15% | 4% | -7% | 7.7% | 1.1 | -4% | -7% | 7% | -5.3%
CCn1c(=O)c(=O)[nH]c2cc(C(=O)NCc3ccc(F)cc3)ccc21 | 15% | nt | nt | -3.5% | nt | -12% | -16% | -46% | nt
CN(C(=O)COC(=O)C1c2ccccc2Oc2ccccc21)C1CCS(=O)(=O)C1 (configuration not stated) | 8% | 0% | -2% | -1.3% | 1.1 | -6% | 12% | 14% | 0.1%
Cc1nc(C)c(CC(=O)N2CCc3c([nH]c4ccccc34)C2c2ccccn2)s1 (configuration not stated) | -6% | 17% | 8% | 2.9% | 1.1 | -8% | -26% | -14% | -5.8%
O=S(=O)(c1ccccc1)c1nc(-c2ccco2)oc1N1CCCCCC1 | 15% | -6% | 15% | -1.4% | 1.1 | 3% | nt | -14% | -0.2%
CCOc1ccc(-c2cc(N)n(S(=O)(=O)c3cccc4nsnc34)n2)cc1 | 8% | nt | nt | -0.7% | nt | 0% | -2% | 28% | nt
Cc1cc(C)c(S(=O)(=O)N2CCN(C(=O)CN3C(=O)NC4(CCCC4)C3=O)CC2)c(C)c1 | -17% | nt | nt | 0.0% | nt | -6% | -26% | 6% | nt
CCOC(=O)N1CCN(S(=O)(=O)c2ccc(C)c(C(=O)NC3CCCCC3)c2)CC1 | 7% | nt | nt | 5.7% | nt | -7% | -15% | 5% | nt
Cc1ccc2nsnc2c1NS(=O)(=O)c1c(C)ccc2nsnc12 | 11% | 31% | 8% | -0.6% | 1.1 | -6% | 5% | 11% | -5.2%
CC1CN=C(Nc2cccc(S(=O)(=O)N(C)C)c2)S1 (configuration not stated) | 19% | -6% | -15% | -0.6% | 1.2 | -6% | -13% | -8% | -3.4%
Cc1ccc(-c2[nH]c3cc(C(=O)NCCCn4ccnc4)ccc3c(=O)c2O)cc1 | 8% | nt | nt | -0.2% | nt | -8% | -12% | 2% | nt
CC(C)c1ccc2[nH]c(O)c(N=NC(=S)NCCc3ccccc3)c2c1 | -6% | 2% | 5% | -7.4% | 1.5 | -1% | 54% | 3% | -0.4%
CC1=Nc2ccccc2N=C(NC(=O)CN2CCN(c3ccccc3)CC2)C1c1ccccc1 (configuration not stated) | -19% | 9% | 14% | -3.1% | 1.1 | 5% | -31% | -6% | -6.9%
O=C1NCCc2cc3c(cc21)OCO3 | 11% | 5% | -6% | -1.9% | 1.1 | -3% | -24% | -22% | -0.9%
COC(=O)C(/C=N/OCc1ccc([N+](=O)[O-])cc1)NC(=O)c1ccccc1 (configuration not stated) | 12% | 1% | 3% | 0.8% | 1.1 | -10% | -3% | -7% | -1.3%
CN(C)CCCN(C(=O)C1COc2ccccc2O1)c1nc2cc3c(cc2s1)OCO3 (configuration not stated) | 5% | nt | nt | 6.1% | nt | -6% | -22% | -12% | nt
Cc1ccc(C2=NN(CCC(=O)NCCCN3CCOCC3)C(=O)CC2)cc1 | 5% | nt | nt | -5.2% | nt | -11% | -18% | -17% | nt
O=C(c1cc(-c2ccncc2)nc2ccccc12)N1CCN(c2ccccn2)CC1 | -24% | 9% | 7% | 1.0% | 1.1 | 2% | -6% | -22% | -1.6%
COCCNC(=O)COC(=O)CSCc1nc2ccccc2s1 | 4% | -4% | 0% | -1.3% | 1.1 | -8% | -4% | 7% | -1.8%
CCN(CC)CCCOc1nc(C)nc2c1oc1ccccc12 | 9% | -11% | 0% | -3.7% | 1.1 | -2% | -8% | 25% | 6.7%
CCCCN1C(=O)NC(NC(C)=O)(C(F)(F)F)C1=O (configuration not stated) | 8% | 2% | 4% | 2.1% | 1.1 | 1% | -17% | 45% | 1.5%
Nc1ccc2nc(CCCCc3nc4ccccc4[nH]3)[nH]c2c1 | 3% | nt | nt | 8.1% | nt | -16% | 34% | 7% | nt
COc1ccc(C(=O)N/C(=C/c2cccnc2)C(=O)NCc2ccco2)cc1OC | 18% | nt | nt | 2.7% | nt | 2% | 2% | 8% | nt
Cc1ccc(-c2nc(-c3ccncc3)no2)cc1C | -73% | nt | nt | -2.1% | nt | -8% | 5% | 0% | nt
CCC(C)[C@H](NC(=O)N1CC(=O)Nc2ccccc21)C(=O)N[C@@H](Cc1c[nH]c2ccccc12)C(=O)O (some centres not stated) | 11% | nt | nt | 8.0% | nt | -7% | -13% | -10%[20 µM] | nt
CCN(c1ccc(OC)cc1)S(=O)(=O)c1cc(-c2cc(C)no2)ccc1OC | 13% | nt | nt | -3.9% | nt | -9% | -21% | 28% | nt
CCOc1ncccc1C(=O)OCC(=O)c1ccccc1Br | 11% | 4% | 8% | -5.7% | 1.1 | -6% | -24% | -5% | -3.1%
CCN(C(=O)COC(=O)c1cccnc1SC)C1CCS(=O)(=O)C1 (configuration not stated) | 21% | -4% | -3% | -1.1% | 1.1 | -6% | -22% | 9% | -3.4%
CCOc1ccccc1N1C(=O)CC(Sc2n[nH]c(-c3ccccc3)n2)C1=O (configuration not stated) | 7% | -3% | 36% | -2.2% | 1 | -1% | -42% | -8% | -3.6%
O=C(NC(=S)Nc1nc(-c2ccccc2)cs1)c1ccco1 | -6% | 8% | 5% | -2.4% | 0.9 | 10% | -34% | -60% | -10%
CC(=O)Nc1ccc(NC(=O)C(=O)c2cn(CC(=O)N3CCCCC3)c3ccccc23)cc1 | -2% | 12% | 5% | -3.8% | 1.1 | 2% | 27% | 2% | -3.6%
O=C1NCCCN1Cc1ccc(F)cc1Cl | -6% | 5% | 0% | 2.7% | 1.1 | -7% | -20% | 5% | -5.6%
CC1CCCCN1CCCNC(=O)c1ccc(N2CCCC2=O)cc1 (configuration not stated) | 5% | nt | nt | -2.8% | nt | -9% | -17% | -7%[20 µM] | nt
CN(Cc1cc(-c2ccccc2)on1)C(=O)c1cc(COc2c(F)cccc2F)on1 | -43% | 18% | 17% | 6.0% | 1.1 | 2% | 3% | -12% | -6.6%
CC1CCCCN1C(=O)Cn1cc(C=O)c2ccccc21 (configuration not stated) | 14% | -7% | -13% | 3.8% | 1 | -7% | -7% | -6% | -2.0%
COc1ccc(NC(=O)C2CCCN2C(=O)NCc2ccccc2)cc1OC (configuration not stated) | 12% | 0% | -4% | -0.4% | 1.2 | -3% | -18% | 21% | -0.7%
O=C(O)c1sccc1SCc1ccc(Cl)cc1Cl | -30% | 0% | -5% | 0.0% | 1.1 | 1% | -5% | -1% | 0.1%
Cc1ccc(S(=O)(=O)N2CCOC23CCN(C(=O)c2ccccc2Br)CC3)cc1 | 8% | nt | nt | -3.4% | nt | -1% | 8% | 7% | nt
COc1ccc(OC)c(NC(=O)Nc2ccc3c(c2)OCO3)c1 | -1% | nt | nt | 8.2% | nt | -8% | -28% | -10% | nt

Sorted by formula weight (largest number first): twelve of the compounds above.
SMILES | HEK293 NOD2/NF-kB | PMI inhibition | PMI inhibitors | KOR beta-arrestin-1 | TNAP activation fold | LYP phosphatase | NOD1 inhibition | KOR beta-arrestin-2 | XIAP displacement
CCC(C)[C@H](NC(=O)N1CC(=O)Nc2ccccc21)C(=O)N[C@@H](Cc1c[nH]c2ccccc12)C(=O)O (some centres not stated) | 11% | nt | nt | 8.0% | nt | -7% | -13% | -10%[20 µM] | nt
CC(=O)Nc1ccc(NC(=O)C(=O)c2cn(CC(=O)N3CCCCC3)c3ccccc23)cc1 | -2% | 12% | 5% | -3.8% | 1.1 | 2% | 27% | 2% | -3.6%
CN(Cc1cc(-c2ccccc2)on1)C(=O)c1cc(COc2c(F)cccc2F)on1 | -43% | 18% | 17% | 6.0% | 1.1 | 2% | 3% | -12% | -6.6%
CCOc1ccccc1N1C(=O)CC(Sc2n[nH]c(-c3ccccc3)n2)C1=O (configuration not stated) | 7% | -3% | 36% | -2.2% | 1 | -1% | -42% | -8% | -3.6%
COc1ccc(NC(=O)C2CCCN2C(=O)NCc2ccccc2)cc1OC (configuration not stated) | 12% | 0% | -4% | -0.4% | 1.2 | -3% | -18% | 21% | -0.7%
CCN(C(=O)COC(=O)c1cccnc1SC)C1CCS(=O)(=O)C1 (configuration not stated) | 21% | -4% | -3% | -1.1% | 1.1 | -6% | -22% | 9% | -3.4%
CCOc1ncccc1C(=O)OCC(=O)c1ccccc1Br | 11% | 4% | 8% | -5.7% | 1.1 | -6% | -24% | -5% | -3.1%
O=C(NC(=S)Nc1nc(-c2ccccc2)cs1)c1ccco1 | -6% | 8% | 5% | -2.4% | 0.9 | 10% | -34% | -60% | -10%
O=C(O)c1sccc1SCc1ccc(Cl)cc1Cl | -30% | 0% | -5% | 0.0% | 1.1 | 1% | -5% | -1% | 0.1%
COc1ccc(OC)c(NC(=O)Nc2ccc3c(c2)OCO3)c1 | -1% | nt | nt | 8.2% | nt | -8% | -28% | -10% | nt
CC1CCCCN1C(=O)Cn1cc(C=O)c2ccccc21 (configuration not stated) | 14% | -7% | -13% | 3.8% | 1 | -7% | -7% | -6% | -2.0%
O=C1NCCCN1Cc1ccc(F)cc1Cl | -6% | 5% | 0% | 2.7% | 1.1 | -7% | -20% | 5% | -5.6%

Next section:
SMILES | HEK293 NOD2/NF-kB | PMI inhibition | PMI inhibitors | KOR beta-arrestin-1 | TNAP activation fold | LYP phosphatase | NOD1 inhibition | KOR beta-arrestin-2 | XIAP displacement
COCc1cc(=O)n2c(-c3ccc(C)cc3)n[nH]c2n1 | -1% | -4% | 2% | -2.0% | 0.9 | -3% | -20% | 16% | -0.9%
CC1C(=O)Nc2ccc(S(=O)(=O)N3CCc4ccccc4C3)cc2NC1=O (configuration not stated) | 16% | nt | nt | -4.2% | nt | -12% | 4% | -1% | nt
CC(=O)Nc1ccc(S(=O)(=O)CCC(=O)O)cc1 | -10% | 9% | -9% | 0.0% | 1 | 4% | -41% | 9% | 0.2%
CCOc1ccc(Cl)cc1S(=O)(=O)n1cnc2ccccc21 | -8% | 6% | 12% | -5.6% | 1.1 | -8% | 9% | -6% | -2.4%
Cc1n[nH]c(C)c1CCc1nc2c3ccccc3nc(SCC(=O)Nc3ccccc3F)n2n1 | 8% | 3% | 6% | 0.4% | 1.2 | -7% | -31% | -24% | -21%
COc1ccc(-c2nc(-c3ccccn3)nc(N3CCN(C)CC3)c2C#N)cc1 | 4% | -1% | -3% | -3.3% | 1.1 | -3% | -16% | 1% | -1.5%
CCn1c2ccccc2c2nnc(SCC(=O)c3c(N)n(C)c(=O)n(C)c3=O)nc21 | 9% | 6% | 10% | -3.1% | 1.1 | -6% | -33% | -26%[20 µM] | -3.6%
O=C(Nc1cc(C(F)(F)F)ccc1N1CCOCC1)C1=NN(c2ccccc2)C(=O)CC1 | 11% | nt | nt | -6.7% | nt | -7% | -5% | -24% | nt
CC(C)(C)c1nc2ccc([N+](=O)[O-])cc2[nH]1 | 9% | 2% | -17% | -1.2% | 1 | -6% | 16% | -31% | -13%
COc1ccc(N2C(=O)CCC(C(=O)N(C)CCc3ccccn3)C2c2ccc(OC)c(OC)c2)cc1 (configuration not stated) | 18% | 10% | 4% | 1.2% | 1 | 14% | 5% | 5% | -9.8%
CCCCn1c(SCc2nc(N)nc(N3CCCCC3)n2)nc2c1c(=O)n(C)c(=O)n2C | 15% | 1% | -4% | 1.5% | 1.1 | -2% | -20% | -21% | -6.5%
N#Cc1ccc(C2N=C(c3ccccc3)NO2)cc1 (configuration not stated) | -74% | nt | nt | -3.3% | nt | -10% | -83% | -16% | nt
O=C(c1ccc(Cl)s1)N1CCN(c2ncccn2)CC1 | 14% | nt | nt | 0.2% | nt | -8% | -9% | 11% | nt

A portion of the library, so the mix of outcomes need not match the whole.
